Screening results (PubChem)
IMPase Li inh: cell-permeable IMPase inhibitors with lithium potentiation. 210,000 tested, 0.35% active. CHO-M1 cells, IP1 TR-FRET (IP-One), carbachol + lithium. AID 1457. Potency, µM (doses to about 59.4 µM), without a hit: at the highest dose activity, negative = IMPase inhibition, usual class: inhibitors;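 also: IP1 builds up when IMPase is blocked and the TR-FRET signal falls; plate controls were basal vehicle for no effect and high inhibitor control for full effect; nearly all actives have a fitted effect of over 50% in size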
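CHO cells stably expressing M1 receptor (2000/well) were cultured 16–30 h, then exposed to compounds with a small lithium addition for 30 min at 37C. IP1 was measured by TR-FRET competition; AC50 from Hill fits.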
NPSR antagonist: neuropeptide S receptor (human) antagonism, cAMP. Potency, µM (highest dose often 38.3 µM), without a hit: at the top dose activity change, negative = inhibition, hits mostly inhibitors. AID 1461. 220,000 tested, 1% active. Q6W5P4. CHO-NPSR cells, cAMP TR-FRET, antagonist mode; also: % is scaled to controls: 0 for no effect and ±100 for the full control effect; nearly all actives have a fitted effect of over 50% in size; many of its hits are not listed in these tables
Target sequence (Q6W5P4 whole entry, looked up): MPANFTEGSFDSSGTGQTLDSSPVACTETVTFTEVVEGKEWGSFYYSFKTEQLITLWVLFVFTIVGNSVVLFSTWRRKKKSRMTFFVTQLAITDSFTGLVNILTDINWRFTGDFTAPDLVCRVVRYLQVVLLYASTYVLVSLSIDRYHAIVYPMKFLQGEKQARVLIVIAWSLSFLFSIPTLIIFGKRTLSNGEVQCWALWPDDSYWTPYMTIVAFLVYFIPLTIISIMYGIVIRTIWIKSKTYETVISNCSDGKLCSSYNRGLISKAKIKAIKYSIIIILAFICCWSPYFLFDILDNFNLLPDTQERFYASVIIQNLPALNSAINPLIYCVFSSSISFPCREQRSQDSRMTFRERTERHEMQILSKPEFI
Luc counter: blocks Kinase-Glo luciferase, a counter-screen artifact | Q27757 | Kinase-Glo luciferase, ATP luminescence, 8 min | Potency, µM (highest dose often 38.3 µM), without a hit: top-dose activity change, negative = inhibition, actives largely listed as inhibitors | 200,000 tested, 0.28% active; also: % is scaled to controls: 0 for no effect and ±100 for the full control effect; nearly all actives have a fitted effect of over 60% in size
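Light output from Kinase-Glo luciferase with luciferin and 10 uM ATP in 50 mM imidazole pH 7.2, KCl, MgCl2, Tween 20, BSA; compound pin-delivered, 8-min ambient incubation, then luminescence read.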
Epigenetic derep: derepresses silenced GFP reporter in murine cells | Potency, µM (highest dose often 53.9 µM), for the others: top-dose GFP activation, usual class: activators | AID 1865 | murine LDR cells, GFP reporter derepression, 30 h | 280,000 tested, 0.2% active; also: % of control where 0% means no effect; nearly all actives have a fitted effect of over 60% in size
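Derepression of a silenced CMV-GFP reporter in murine LDR cells is scored by enumerating GFP-positive cells with a laser-scanning microplate cytometer after 30 hours of treatment at 37 C.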
SMN2 splice up: SMN2 splice variant enhancement; HEK293 SMN2-luciferase splicing reporter, luminescence, 30-36 h; Potency, µM (titrated, usually from 46.1 µM), without a hit: top-dose activity change, positive = activation, usual class: activators; 210,000 tested, 2.8% active; AID 1458; also: % of control where 0% means no effect; nearly all actives have a fitted effect of over 55% in size
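qHTS luciferase splicing reporter: luminescence rises when SMN2 exon 7 is included in transfected HEK293 cells. Compound exposure lasted 30-36 h at 37C, with 4.5 mM final sodium butyrate as control, followed by a ONE-Glo read.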
RGS12 GoLoco inh: RGS12 GoLoco-Gai1 interaction inhibition | Gai1:RGS12 GoLoco peptide FP, rhodamine, 10 min | Potency, µM (series often up to 61.6 µM), without a hit: at the top dose activity, negative = inhibition, actives largely listed as inhibitors | 230,000 tested, 0.44% active | AID 880; active = well fitted inhibition curve with a large enough effect, not every such curve was filed as active; inactive = no such curve, though single readings can be large or run the other way; also: % is scaled to controls: 0 for no effect and ±100 for the full control effect; nearly all actives have a fitted effect of over 30% in size; many of its hits are not listed in these tables
RECQ1 inh: inhibitors of human RECQ1 DNA helicase | RECQ1 DNA unwinding, red fluorescence kinetic read | Potency, µM (series often up to 57.3 µM), without a hit: at the highest dose activity, negative = inhibition, usual class: inhibitors | 240,000 tested, 0.54% active;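 also: plate controls were vehicle for no effect and no enzyme for full effect; nearly all actives have a fitted effect of over 30% in size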
Target sequence (P46063 whole entry, looked up): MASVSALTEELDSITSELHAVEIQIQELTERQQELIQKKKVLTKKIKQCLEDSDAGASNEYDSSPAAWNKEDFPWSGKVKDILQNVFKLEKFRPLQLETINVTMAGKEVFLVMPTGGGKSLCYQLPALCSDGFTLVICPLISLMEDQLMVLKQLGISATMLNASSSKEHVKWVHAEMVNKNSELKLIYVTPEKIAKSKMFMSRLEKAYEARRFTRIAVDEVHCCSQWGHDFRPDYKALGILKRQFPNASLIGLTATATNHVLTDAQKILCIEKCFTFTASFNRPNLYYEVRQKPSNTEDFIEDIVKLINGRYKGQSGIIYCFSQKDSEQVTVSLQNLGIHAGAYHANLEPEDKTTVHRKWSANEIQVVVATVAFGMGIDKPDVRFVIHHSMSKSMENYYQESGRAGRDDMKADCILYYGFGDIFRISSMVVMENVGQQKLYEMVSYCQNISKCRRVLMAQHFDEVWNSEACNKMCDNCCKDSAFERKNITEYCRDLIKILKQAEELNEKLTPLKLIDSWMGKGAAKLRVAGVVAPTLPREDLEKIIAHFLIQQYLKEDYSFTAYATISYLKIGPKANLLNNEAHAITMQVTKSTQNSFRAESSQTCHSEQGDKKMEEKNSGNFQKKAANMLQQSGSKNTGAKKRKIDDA
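RECQ1T1 50 nM; forked duplex (20 bp + 30-nt ss tails) 200 nM, ATP 2 mM final; pH 8.0, 2 mM MgCl2, 2.5 ug/ml poly(dI-dC); 15 min compound preincubation; discontinuous kinetic read over 2 h at RT.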
JMJD2E inh: inhibitors of human JMJD2E histone demethylase; 230,000 tested, 1.6% active; AID 2147; Potency, µM (titrated, usually from 57.1 µM), without a hit: at the highest dose activity change, negative = inhibition, hits mostly inhibitors; JMJD2E catalytic domain, FDH-coupled NADH fluorescence (FDH is formaldehyde dehydrogenase); B2RXH2; active = well fitted inhibition curve with a large enough effect, not every such curve was filed as active; inconclusive = small, poorly fitted or top-dose-only effect, or another doubt; inactive = no such curve, though single readings can be large or run the other way;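 also: 0% = wells with enzyme and -100% = buffer wells without enzyme; nearly all actives have a fitted effect of over 50% in size; many of its hits are not listed in these tables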
An asterisk follows results filed as active; i = inactive; ? = inconclusive; . = not tested or not shown; [ ] = another dose, or the depositor's remark. Unless noted, calls follow the shape of the dose curve; as a rule, active = well fitted curve in the direction sought with a large enough effect; inconclusive = small, poorly fitted or top-dose-only effect, or another doubt; inactive = no such curve, though single readings can be large; an effect the other way counts as inactive or inconclusive. Potency is read from the fitted curve at half-maximal effect.

structure	IMPase Li inh	NPSR antagonist	Luc counter	Epigenetic derep	SMN2 splice up	RGS12 GoLoco inh	RECQ1 inh	JMJD2E inh
O=C(NCc1ccccn1)c1ccc(CNS(=O)(=O)c2ccc(F)cc2)cc1	-3%	7%[46.1 µM]	1%	0.0%	-4%	8%	-2%	-10%
COc1ccc(/C=C(\CC(=O)O)c2nc3ccccc3o2)cc1	5%	-18%	4%	-0.9%	30%	18%	-8%	?
CCCCNC(=O)CCn1c(=O)c2ccccc2n(Cc2ccccc2C)c1=O	-8%	-9%	-1%	0.0%	-16%	-9%	-1%	-6%
OC[C@H]1O[C@@H](O[C@@H]2[C@@H](CO)O[C@](O)(CO)[C@H]2O)[C@H](O)[C@@H](O)[C@H]1O	1%	.	2%	0.6%	.	6%	4%	2%
COC(=O)CNC(=O)COC(=O)/C=C/c1ccc(F)cc1	11%	6%	8%	-3.5%	7%	3%	i	1%
CC1(C)Cc2cccc(OCC(=O)N3CCN(c4ccc([N+](=O)[O-])cc4)CC3)c2O1	15%	-29%	9%	1.1%	-61%[inhibitor]	1%	-3%	7%
Cc1cc2ccccc2c(=O)n1CC(=O)NCC(=O)N(C)C1CCCCC1	40%[38.3 µM]	-9%[46.1 µM]	2%	-0.8%	0%	-2%	-4%	4%
CCOCN(C(=O)Cn1c(C(C)O)nc2ccccc21)c1c(C)cccc1CC (stereo unspecified)	24%	-28%[46.1 µM]	4%	0.0%	-16%	-15%	5%	5%
Cc1ccc2nc(Cl)c(CN(C(=O)c3cnccn3)C3CCCCC3)cc2c1	8%[38.3 µM]	?	-1%	-1.3%	-15%	-8%	-3%	0%
Cc1cc(NC(=O)C2C3C(=O)N(CC4CCCO4)C(C(=O)NCc4ccccc4)C34C=CC2(C)O4)no1 (stereo unspecified)	-6%	-5%[46.1 µM]	0%	2.3%	-5%	-4%	-7%	-2%
Cc1cc(N2CCCC2)n2nc(C)nc2n1	2%	8%	4%	-3.1%	7%	14%	-3%	-6%
Cc1cccc(C)c1NC(=O)Cn1c(=O)n(CCC(=O)NCc2ccco2)c(=O)c2sccc21	4%[38.3 µM]	-10%[46.1 µM]	-6%	-2.2%	-14%	-2%	-1%	4%
COCCNC(=O)CN(C(=O)Cn1nnc2ccccc21)c1ccccc1C	-1%	6%	3%	-3.8%	3%	1%	i	-5%
COc1ccc2c(c1)OC13CCN(C)CC1C2C(C(=O)c1ccc(F)cc1)C(=O)N3 (stereo unspecified)	-5%	7%	-2%	1.0%	6%	-8%	-16%	-13%
Oc1ccc(Cl)cc1C=Nc1ccccc1Br	-1%	17%	-4%	-3.2%	-5%	-4%	0%	9%
O=S(=O)(c1ccccc1)N1CCC2(CCN(Cc3ccncc3)CC2)CC1	17%	.	1%	.	-21%	3%	i	.
Cc1noc(C)c1CSc1ncnc2ccccc12	8%[38.3 µM]	-8%[46.1 µM]	2%	0.8%	-6%	4%	-7%	-6%
Cc1cc(C)n2c(Br)c(CN3CCCC(C)C3)nc2n1 (stereo unspecified)	20%	9%	-1%	-0.1%	1%	6%	-15%	?
Cc1cccn2c(=O)c(/C=C(\C#N)C(=O)NCc3ccco3)c(N3CCCCCC3)nc12	.	?	.	-0.5%	.	-1%	i	-4%
Cc1nc2ccccc2nc1OCC(=O)NCC(F)(F)F	-7%	14%	2%	1.0%	-4%	11%	-2%	?
COc1ccc(OC)c(C2/C(=C(/O)c3ccc(C)cc3)C(=O)C(=O)N2Cc2ccco2)c1 (stereo unspecified)	-6%	-11%[46.1 µM]	0%	0.0%	5%	-2%	-3%	-8%
CC1CCCN(C(=O)C(Cc2ccccc2)n2cccc2)C1 (stereo unspecified)	13%[38.3 µM]	-1%[46.1 µM]	-4%	0.0%	-6%	-1%	-6%	-3%
CCOc1ccc(NC(=O)CN(C)C(=O)C2CCCC2)cc1OCC	-4%	20%	.	-0.4%	.	10%	-7%	4%
CN1CCN(/N=C/c2nc(-c3ccc(Cl)cc3)n3ccccc23)CC1	-1%	-17%	-2%	1.1%	2%	1%	1%	0%

Part of the list above, with each value named:
Structure: COCCNC(=O)CN(C(=O)Cn1nnc2ccccc21)c1ccccc1C
  IMPase Li inh: -1% | NPSR antagonist: 6% | Luc counter: 3% | Epigenetic derep: -3.8% | SMN2 splice up: 3% | RGS12 GoLoco inh: 1% | RECQ1 inh: i | JMJD2E inh: -5%
Structure: CCOc1ccc(NC(=O)CN(C)C(=O)C2CCCC2)cc1OCC
  IMPase Li inh: -4% | NPSR antagonist: 20% | Luc counter: . | Epigenetic derep: -0.4% | SMN2 splice up: . | RGS12 GoLoco inh: 10% | RECQ1 inh: -7% | JMJD2E inh: 4%
Structure: CC1CCCN(C(=O)C(Cc2ccccc2)n2cccc2)C1 (stereo unspecified)
  IMPase Li inh: 13%[38.3 µM] | NPSR antagonist: -1%[46.1 µM] | Luc counter: -4% | Epigenetic derep: 0.0% | SMN2 splice up: -6% | RGS12 GoLoco inh: -1% | RECQ1 inh: -6% | JMJD2E inh: -3%
Structure: Cc1cc(C)n2c(Br)c(CN3CCCC(C)C3)nc2n1 (stereo unspecified)
  IMPase Li inh: 20% | NPSR antagonist: 9% | Luc counter: -1% | Epigenetic derep: -0.1% | SMN2 splice up: 1% | RGS12 GoLoco inh: 6% | RECQ1 inh: -15% | JMJD2E inh: ?

Remaining list, next part:
structure	IMPase Li inh	NPSR antagonist	Luc counter	Epigenetic derep	SMN2 splice up	RGS12 GoLoco inh	RECQ1 inh	JMJD2E inh
CC(C)c1ccccc1NC(=O)CC1(CC(=O)O)CCCC1	.	6%	.	8.0%	.	3%	-7%	1%
CCOC(=O)CNC(=O)O[C@@H]1Cc2cc(OC)ccc2O[C@H]1c1cccc(OC)c1	9%	.	-1%	-1.1%	20%	4%	-1%	3%
COc1ccccc1-n1cnnc1SCC(=O)NCC1CCCO1 (stereo unspecified)	-5%	17%	.	1.1%	.	2%	1%	6%
CCN(CC)S(=O)(=O)c1cc(NS(=O)(=O)c2ccccc2)ccc1C	2%	-14%	-1%	1.1%	-10%	-8%	-2%	7%
c1ccc(-c2nc3nonc3c3nc4ccccc4n23)cc1	?	10%[7.67 µM]	-2%	2.4%	-18%	-3%	i	?
NC(=O)COC(=O)c1ccccc1OCc1ccccc1	3%	17%	7%	3.3%	11%	3%	-2%	-3%
c1ccc(CO[C@H]2NCCN2Cc2ccccc2)cc1	8%	.	-5%[7.66 µM]	.	0%[9.22 µM]	4%[14.2 µM]	.	.
CC(C)(C)NC(=O)CSc1nc(N)cc(=O)[nH]1	1%	26%	-1%	-0.3%	-2%	3%	0%	-2%
O=C(CN1CCOCC1)Nc1ncccn1	22%[38.3 µM]	4%[46.1 µM]	-2%	0.0%	8%	7%	i	-4%
COc1ccc(Cl)cc1NC(=O)CSc1nnc(Cc2cccn2C)n1-c1ccc(F)cc1	1%	-52%	3%	-1.0%	16%	9%	-6%	-10%
CC(C)OC(=O)COc1cc(O)c2c(=O)cc(-c3ccccc3)oc2c1	.	4%	.	-3.7%	.	7%	-8%	-3%
Cc1cccc(N2CCN(C(=O)c3cccn4c(=O)c5c(C)c(C)sc5nc34)CC2)c1C	34%[38.3 µM]	-2%[46.1 µM]	-1%	-0.8%	-48%[inhibitor]	5%	-5%	24%
Cc1nn(C)c(C)c1C1Nc2ccccc2C(=O)N1O (stereo unspecified)	-7%	6%[46.1 µM]	2%	0.0%	19%	-2%	0%	?
NC(=O)c1ccc(NC(=O)COC(=O)C2CC(=O)N(Cc3ccccc3)C2)cc1 (stereo unspecified)	9%	1%	1%	-2.8%	4%	0%	-7%	-1%
Cc1cccc2sc(NC(=O)CSCc3ccccc3)nc12	37%[activator][38.3 µM]	?	-1%	0.7%	-2%	26%	-17%	7%
CN(C(=O)CSc1ncnc2scc(-c3ccccc3)c12)C1CCS(=O)(=O)C1 (stereo unspecified)	1%	-6%	-2%	-2.6%	8%	9%	i	-1%
Cc1cccc(/C(N)=N/OC(=O)COc2ccc(Cl)cc2)c1	1%	-11%	-4%	6.3%	8%	-7%	-2%	12%
COc1cc2nc(=S)n3[nH]c(CCn4nc(C)cc4C)nc3c2cc1OC	10µM*	-6%[46.1 µM]	1%	5µM*	25%	-8%	-3%	-6%
CCSc1nnc(Nc2ccc(C)cc2)s1	5%[38.3 µM]	-3%[46.1 µM]	1%	2.1%	?	-5%	i	7%

Record cards, as listed above. Screens in order: IMPase Li inh | NPSR antagonist | Luc counter | Epigenetic derep | SMN2 splice up | RGS12 GoLoco inh | RECQ1 inh | JMJD2E inh
CCSc1nnc(Nc2ccc(C)cc2)s1 is listed as 5%[38.3 µM] | -3%[46.1 µM] | 1% | 2.1% | ? | -5% | i | 7%
O=S(=O)(c1ccccc1)N1CCC2(CCN(Cc3ccncc3)CC2)CC1 is listed as 17% | . | 1% | . | -21% | 3% | i | .
Cc1nc2ccccc2nc1OCC(=O)NCC(F)(F)F is listed as -7% | 14% | 2% | 1.0% | -4% | 11% | -2% | ?
Cc1cc(N2CCCC2)n2nc(C)nc2n1 is listed as 2% | 8% | 4% | -3.1% | 7% | 14% | -3% | -6%
CC(C)c1ccccc1NC(=O)CC1(CC(=O)O)CCCC1 is listed as . | 6% | . | 8.0% | . | 3% | -7% | 1%

This is a subset; the hit share may differ from the screen's.
